Source: PubChem BioAssay
SRC1 inh: human NCOA1 inhibition | Q15788 | HEK293 GAL4-SRC1 luciferase reporter, luminescence | inhibition, % at 3.6 µM | actives 0.12% (n = 360,000);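 active = inhibition above the campaign mean plus 3 SD, with each screening campaign given its own cutoff, cut at about 60% in these data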;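 note: 0% = DMSO treated cells and 100% = gossypol at 36 µM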
COUP-TFII inh: NR2F2 (human) inhibition, primary screen. HEK293T NGFI-A luciferase reporter, luminescence. actives 0.7% (n = 370,000). P24468. inhibition, % at 8.6 µM;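 active = inhibition above a per-plate cutoff, mean inhibition of test wells between control levels plus 3 SD, cut at about 38% in these data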;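 note: cells cotransfected with COUP-TFII expression vector driving the NGFI-A reporter; 0% = median of COUP-TF2 test wells and 100% = reporter-only cells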
TROY signal inh: TROY signaling inhibition; Q293 LMP1-TROYcd NF-kB luciferase reporter, 4 h; inhibition, % at 10 µM; actives 0.98% (n = 360,000);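 active = compounds whose plate-normalised and pattern-corrected inhibition of the luciferase reporter signal at the single screening dose is 50% or more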
EBV LMP1 NFkB: inhibitors of Epstein-Barr LMP1-induced NF-kappaB reporter; LMP1-induced NF-kappaB luciferase reporter cells, luminescence; inhibition, % at 12.5 µM; actives 0.69% (n = 350,000); in the data active = inhibition above about 41%;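 note: 0% = neutral control wells and 100% = reference inhibitor control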
SRC3 inh: inhibitors of human steroid receptor coactivator 3 (SRC3); Q9Y6Q9; HEK293 GAL4-SRC3 luciferase reporter, luminescence; inhibition, % at 3.6 µM; actives 0.17% (n = 360,000); AID 588352;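 active = inhibition above a per-campaign cutoff, the mean of all compounds plus 3 SD, cut at about 60% in these data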;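 note: 0% = DMSO-treated cells and 100% = gossypol-treated cells at 36 µM; higher means less SRC3-driven luciferase light from the GAL4 reporter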
Target sequence (Q9Y6Q9 whole entry, looked up, the tested form may be a part): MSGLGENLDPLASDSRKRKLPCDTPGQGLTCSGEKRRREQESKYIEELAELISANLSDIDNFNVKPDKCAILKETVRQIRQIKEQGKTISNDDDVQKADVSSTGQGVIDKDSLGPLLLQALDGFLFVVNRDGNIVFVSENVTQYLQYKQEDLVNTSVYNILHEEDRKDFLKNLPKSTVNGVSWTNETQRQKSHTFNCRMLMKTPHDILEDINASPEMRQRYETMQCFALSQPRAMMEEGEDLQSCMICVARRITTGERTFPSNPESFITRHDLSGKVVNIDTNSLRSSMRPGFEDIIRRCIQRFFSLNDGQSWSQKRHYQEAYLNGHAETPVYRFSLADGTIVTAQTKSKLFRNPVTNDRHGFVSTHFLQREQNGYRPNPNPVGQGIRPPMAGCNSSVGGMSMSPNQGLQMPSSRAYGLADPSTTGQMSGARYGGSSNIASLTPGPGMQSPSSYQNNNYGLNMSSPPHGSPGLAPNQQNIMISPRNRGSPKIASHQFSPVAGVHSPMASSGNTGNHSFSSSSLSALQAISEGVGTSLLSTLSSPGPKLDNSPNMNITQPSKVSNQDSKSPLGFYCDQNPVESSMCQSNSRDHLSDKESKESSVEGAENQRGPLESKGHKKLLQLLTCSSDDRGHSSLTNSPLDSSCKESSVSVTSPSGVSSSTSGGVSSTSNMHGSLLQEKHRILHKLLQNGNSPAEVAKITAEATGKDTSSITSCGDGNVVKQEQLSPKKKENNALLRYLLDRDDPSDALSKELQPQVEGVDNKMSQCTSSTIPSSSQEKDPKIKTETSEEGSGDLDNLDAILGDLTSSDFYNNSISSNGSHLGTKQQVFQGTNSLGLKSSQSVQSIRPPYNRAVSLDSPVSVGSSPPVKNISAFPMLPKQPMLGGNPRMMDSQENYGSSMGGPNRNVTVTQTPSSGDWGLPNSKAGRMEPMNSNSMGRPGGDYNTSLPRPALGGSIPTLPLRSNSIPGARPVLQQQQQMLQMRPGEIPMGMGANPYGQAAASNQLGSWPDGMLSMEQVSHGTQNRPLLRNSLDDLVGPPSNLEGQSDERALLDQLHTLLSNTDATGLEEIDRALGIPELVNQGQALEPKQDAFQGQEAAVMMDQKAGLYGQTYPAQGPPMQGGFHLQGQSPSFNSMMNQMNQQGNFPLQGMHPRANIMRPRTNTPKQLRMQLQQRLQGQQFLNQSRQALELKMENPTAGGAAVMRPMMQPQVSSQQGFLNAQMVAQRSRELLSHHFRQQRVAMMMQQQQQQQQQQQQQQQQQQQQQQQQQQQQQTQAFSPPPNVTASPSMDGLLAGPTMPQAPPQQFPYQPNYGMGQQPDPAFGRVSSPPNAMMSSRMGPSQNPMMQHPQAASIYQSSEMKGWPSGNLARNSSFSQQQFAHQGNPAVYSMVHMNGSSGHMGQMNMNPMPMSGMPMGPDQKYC
C8 TRAIL sens: caspase-8 TRAIL sensitization; actives 1% (n = 360,000); NB7+C8 cells + TRAIL, ATPlite viability luminescence; inhibition (viability loss, TRAIL sensitization), % at 10 µM; AID 624354;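 active = compounds causing at least 50% loss of cell viability in the single-dose screen, relative to plate controls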
LRH-1 inv ag: suppresses constitutive activity of human LRH-1; O00482; HEK293T StAR-luciferase reporter, LRH-1 transfected, 24 h; inhibition, % at 3.6 µM; actives 0.13% (n = 360,000); AID 602396;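 active = inhibition above the mean inhibition of all tested compounds plus 3 SD, cut at about 73% in these data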;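 note: 0% = DMSO wells and 100% = reporter-only cells lacking LRH-1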
KKLEB tox: reduces viability of KKLEB cystic fibrosis airway cells; KKLEB CF airway cells viability, ATPlite luminescence, overnight; hits give low values; cells stimulated with P. aeruginosa culture filtrate; activity change (cytotoxicity), % at 5 µM; actives 0.36% (n = 360,000); AID 602141;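 active = corrected activity change at or below -50% at 5 µM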
CF NFkB block: blocks PAF-induced NF-kB reporter in cystic fibrosis cells; inhibition, % at 5 µM; AID 588850; KKLEB NF-kB-GFP reporter, GFP fluorescence overnight; actives 0.86% (n = 360,000);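 active = at least 50% inhibition at 5 µM, scaled per plate between neutral and stimulator controls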;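 note: PAF is a Pseudomonas aeruginosa culture filtrate used as stimulus; plate controls were PAF-stimulated DMSO wells for no effect and unstimulated DMSO wells for full effect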
TWEAK Fn14 block: inhibitors of TWEAK-Fn14 interaction signaling. TWEAK-stimulated Fn14 reporter cells, luciferase luminescence, 8 h. inhibition, % at 10 µM. actives 2% (n = 360,000); in the data active = inhibition above about 50%
Shn3 3UTR inh: inhibitors of Schnurri-3 3'UTR reporter in osteoblasts; Clone20 osteoblast Shn3 3'UTR firefly luciferase, 24 h; inhibition, % at 12.5 µM; actives 0.52% (n = 360,000); AID 588674;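 active = mean inhibition of at least 75% with every replicate also reaching 75%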;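 note: 0% = median of neutral control wells and 100% = pilot-screen positive control compound; some compounds past the cut are filed as inactive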
* hit, by the source's call; . = not tested or not shown.

SMILES | SRC1 inh | COUP-TFII inh | TROY signal inh | EBV LMP1 NFkB | SRC3 inh | C8 TRAIL sens | LRH-1 inv ag | KKLEB tox | CF NFkB block | TWEAK Fn14 block | Shn3 3UTR inh
Cc1ccc(-c2noc(CCCN3C(=O)c4ccccc4C3=O)n2)cc1 | -2 | -7 | -13 | -6 | 10 | -8 | 9 | 10 | -6 | -1 | -12
COc1cc(SC#N)ccc1N=Cc1c(C)[nH]n(-c2ccc(C)cc2)c1=O | -18 | 4 | 26 | -1 | 1 | 44 | 21 | -9 | 9 | 26 | 70
O=C(CN1CCN(c2ncccn2)CC1)N(Cc1ccccc1)c1ccc(F)cc1 | -11 | -11 | -7 | -1 | 23 | -1 | 16 | 17 | 5 | -2 | -2
C=CCNC(=O)COc1coc(CN2CCN(Cc3ccccc3)CC2)cc1=O | -1 | 5 | 14 | -4 | -1 | -7 | -4 | 10 | -12 | -1 | -11
Cc1ccc(S(=O)(=O)NC(=O)C2(C)CCN2C(=O)CC2CCCCC2)nc1 (stereo not given) | -7 | -12 | -5 | . | 8 | -7 | -8 | -8 | 0 | -2 | -17
Cc1cc(-c2ccc(/C=N/n3cnnc3)o2)c([N+](=O)[O-])cc1C | -18 | -5 | -4 | 2 | 6 | -11 | 20 | -1 | 12 | -5 | -6
CS(=O)(=O)c1ccc(Nc2nc(C(N)COCc3ccccc3)cs2)cc1 (stereo not given) | -6 | 0 | -3 | . | -22 | -1 | 21 | -23 | -16 | 9 | -3
COc1ccccc1/C=C/C(=O)OCC(=O)Nc1c(C)nn(-c2ccccc2)c1C | 0 | 5 | 13 | 6 | -19 | 13 | 9 | 1 | -10 | 21 | -18
Cc1cccc(Nc2nc(N)nc(CSc3nccc(C)n3)n2)c1 | 8 | -21 | 13 | -4 | -30 | -8 | -23 | -1 | 6 | 9 | 23
O=C(O)CC1S/C(=N/N=C2CCCCC2)N(c2ccccc2)C1=O (stereo not given) | -18 | 4 | -2 | -8 | 7 | -2 | 10 | 8 | -7 | 8 | -9
O=C(NCCc1ccccc1)c1cc2ncc(Br)cn2n1 | -60 | -25 | -56 | 7 | -24 | 3 | -59 | 1 | 0 | -12 | -35
FC(F)(F)Oc1ccc(NC(=S)NCCCN2CCOCC2)cc1 | -18 | -13 | -17 | 3 | 5 | 3 | 16 | 9 | -15 | 3 | 1
CCOC(=O)C1CCCN(C(=O)C(C)(C)Oc2ccc(Cl)cc2)C1 (stereo not given) | 8 | -10 | 19 | 1 | 1 | 15 | -10 | -6 | 15 | 86* | 20
CNC(=O)c1ccc(-c2ccc(F)cc2)s1 | -44 | -42 | -103 | -19 | -90 | 10 | -117 | 7 | -32 | -27 | -52
COc1cccc(CN(C)C[C@@H]2OCc3cnnn3CCCC(=O)N([C@H](C)CO)C[C@H]2C)c1 | -2 | -7 | 4 | 3 | 14 | -16 | -10 | 5 | -11 | -1 | 6
Fc1cccc(NC(=S)N2CCCC2)c1 | 5 | 1 | -6 | -4 | -1 | 11 | 8 | 0 | 1 | 8 | -1
Cc1cc(C2=CC(=O)C[C@H](c3ccc(F)cc3)C2)ccc1F | 10 | 12 | -34 | -11 | 7 | 10 | 7 | -12 | 3 | -20 | 5
COC(=O)C1=C(C)N(Cc2ccccc2)C(=NCCCCO)N[C@H]1c1cccc(C(F)(F)F)c1 | -29 | -9 | -8 | 8 | -6 | -7 | 4 | -5 | 4 | 1 | -16
CCOC(=O)Cc1cnc(NC(=O)CSc2nc(N)cc(=O)[nH]2)s1 | 2 | -8 | -7 | -3 | 12 | 3 | 6 | 3 | -7 | -4 | 25
O=C(O)c1cccc(NC(=O)c2ccccc2NC(=O)c2ccco2)c1 | -6 | -11 | 5 | -1 | 14 | 6 | -22 | -5 | 3 | 15 | 6
O=C(Cc1cccs1)OCC(=O)c1ccco1 | -6 | -4 | -5 | -4 | 15 | -9 | -25 | 10 | -3 | 0 | 1
CC1(C)CC(C)(O)N(Cc2ccccc2)C(=S)N1 (stereo not given) | -18 | 9 | -6 | 5 | 13 | -1 | 16 | 0 | -11 | 1 | -3
OC(COc1ccc(Cl)cc1)CN1C2=NCCCN2c2ccccc21 (stereo not given) | 9 | -3 | -9 | 2 | 22 | 9 | -2 | -30 | 5 | -3 | 7
Cc1ccc(C(=O)N/C(=C\c2sccc2C)C(=O)NCc2ccncc2)cc1 | -11 | -5 | -8 | -1 | 4 | -7 | 8 | 2 | -5 | 14 | 0
COc1ccc(C2=Nn3c(nnc3C(F)(F)F)SC2)cc1 | -13 | -11 | 13 | -12 | -26 | 32 | 2 | -23 | 5 | 11 | 1
Remaining list, next part
SMILES | SRC1 inh | COUP-TFII inh | TROY signal inh | EBV LMP1 NFkB | SRC3 inh | C8 TRAIL sens | LRH-1 inv ag | KKLEB tox | CF NFkB block | TWEAK Fn14 block | Shn3 3UTR inh
CC(C)c1cc(C(=O)N/N=C/c2cccnc2)cs1 | -38 | -25 | -49 | -9 | -28 | 40 | -36 | 5 | -12 | 1 | -30
COCCN(C(=O)CCC(=O)Nc1nccs1)C(C(=O)NC(C)(C)C)c1ccc(Cl)cc1 (stereo not given) | 0 | 10 | 9 | -8 | 28 | -2 | 7 | 0 | -10 | 23 | -6
Cc1cc(OCCCn2ccnc2)cc(C(C)C)c1 | -11 | 28 | 3 | 32 | 6 | 1 | -2 | -4 | 8 | 10 | 12
O=C(CCC(=O)c1ccc(Br)cc1)Nc1cccnc1 | 2 | -26 | -6 | -2 | 9 | -7 | 9 | -6 | -5 | -3 | 11
CCN(CC(=O)Nc1c(F)cccc1F)C(=O)CNC(=O)c1sc2ccccc2c1Cl | -8 | -10 | -23 | 9 | -12 | -8 | 11 | 10 | -23 | -16 | -30
CCN(CC)CC(=O)N(CC(=O)Nc1c(C)cc(C)cc1C)C1CCCCC1 | 9 | -6 | 4 | -3 | -8 | -6 | -15 | 6 | -4 | -14 | 3
O=C(Nc1ccc(Oc2ccccc2)cc1)c1csc(COCCO)n1 | -5 | 43* | 6 | . | 3 | 34 | 25 | -6 | 5 | 27 | 29
O=C(Nc1ccn(CCCNCC2CCCCC2)c(=O)n1)OCc1ccccc1 | -1 | -6 | 8 | -9 | 4 | -20 | -7 | 4 | -1 | 1 | -5
Cn1c(=O)n(C)c2cc(/C=N/NC(=O)c3cc4cc(Br)ccc4o3)ccc21 | 4 | -22 | 6 | 0 | -3 | 5 | 1 | 1 | 3 | 9 | 10
CCOC(=O)CNC(=O)CNC(=O)c1nn(-c2ccc(OC)c(OC)c2)c(=O)c2ccccc12 | -6 | -20 | -7 | 2 | -6 | 1 | -19 | 7 | -2 | -20 | 3
O=C(CSc1nnc(Cc2ccccc2)o1)Nc1ccc2c(c1)OCO2 | 3 | -20 | -25 | -5 | 3 | -20 | -6 | -7 | 4 | -23 | -1
CCCCCN(C(=O)CCC(=O)OCC(=O)c1ccc(C(C)(C)C)cc1)c1c(N)n(CCCC)c(=O)[nH]c1=O | -5 | 15 | -66 | 1 | -13 | 37 | 12 | -17 | 24 | -7 | -3
COc1cccc(/C=C/C(=O)OCC(=O)NC2CCCCCCC2)c1 | 3 | -5 | 9 | -2 | 7 | 1 | 3 | -3 | 2 | -2 | -23
C[C@H](CO)N1C[C@H](C)[C@@H](CN(C)S(=O)(=O)c2cn(C)cn2)Oc2c(NC(=O)Nc3ccc(C(F)(F)F)cc3)cccc2C1=O | -10 | -11 | -22 | 0 | 14 | 0 | -4 | 3 | 5 | -4 | 3
O=[N+]([O-])c1ccc(N2CCN(S(=O)(=O)c3ccccc3)CC2)cc1NCCN1CCOCC1 | 8 | -18 | -4 | 7 | 10 | 13 | 22 | -9 | 10 | 3 | 5
CC1CCCCC1NS(=O)(=O)c1ccc2c(c1)CCC(=O)N2 (stereo not given) | -2 | -4 | -9 | 2 | 2 | -10 | 4 | 21 | 0 | 18 | 2
COc1ccc(C(=O)C2CCCN(C(=O)c3cccnc3OC)C2)c(C)c1 (stereo not given) | 1 | 18 | 11 | -5 | 3 | -2 | -5 | 1 | 6 | -13 | 4
COc1ccc(N(Cc2cc3ccc(C)cc3[nH]c2=O)C(=O)C2CCCO2)cc1 (stereo not given) | -7 | 0 | 1 | -6 | 20 | -1 | 7 | -2 | 1 | -9 | -19
Cc1ccc2[nH]c(SCC(=O)N3CCOCC3)nc2c1C | -87 | -23 | -44 | -6 | -40 | 4 | -47 | -14 | -15 | -3 | -55
CCc1ccc(/C=N/NC(=O)Cc2ccc(OC)c(OC)c2)s1 | -16 | 2 | -7 | -7 | 1 | 11 | 3 | -5 | 0 | -4 | 9
Cc1cccc(C)c1C(O)c1ncc(-c2ccc(F)cc2)[nH]1 (stereo not given) | -1 | . | -6 | . | -3 | 13 | 4 | -1 | -26 | 12 | -15
O=C(Nc1ccc2c(c1)OCO2)C1Cc2c(-c3ccc(Cl)cc3)ccnc2O1 (stereo not given) | -4 | 26 | 36 | . | -16 | 26 | 8 | -11 | 8 | 47 | 29
CCc1cccc2c(C(=O)CSc3nncn3-c3ccccc3OC)c[nH]c12 | -5 | -4 | -38 | 0 | 10 | 1 | 12 | -8 | 10 | -16 | 2
NC(=O)c1cc2cc(Cl)ccc2oc1=O | -1 | 14 | -7 | 0 | 9 | 28 | -13 | -10 | 0 | -2 | 5
Cc1ccc(-n2c(CNc3ccc(C)c(Cl)c3)n[nH]c2=S)cc1 | -23 | -32 | 1 | -12 | 7 | -1 | -1 | 8 | 5 | 11 | 1
Remaining list, next part:
SMILES | SRC1 inh | COUP-TFII inh | TROY signal inh | EBV LMP1 NFkB | SRC3 inh | C8 TRAIL sens | LRH-1 inv ag | KKLEB tox | CF NFkB block | TWEAK Fn14 block | Shn3 3UTR inh
COc1cccc(-n2ccnc2SCC(=O)NCc2ccccc2)c1 | -3 | -9 | -6 | 3 | -16 | -17 | 10 | -11 | 11 | -13 | -4
Cc1cc(Nc2ccc(C(=O)O)cc2)n2nc(C)nc2n1 | 4 | 18 | -1 | 1 | -11 | -3 | 10 | 1 | 10 | 0 | 14
CCOc1ccc(S(=O)(=O)NC2CC2)cc1C(N)=O | -24 | -5 | -7 | -1 | 11 | -3 | 10 | 15 | -9 | 21 | -1
O=C(CN1CCN(c2ccccn2)CC1)NC1CCCCC1 | -2 | -10 | -19 | -4 | -3 | -2 | 2 | 4 | 10 | -4 | 0
C=CCSC1=C(C#N)C(c2ccccc2OC)CC(=O)N1 (stereo not given) | -13 | -8 | 1 | -1 | 5 | 0 | 2 | 4 | 5 | 7 | 3
Cn1c(C(=O)N/N=C/c2ccccc2)cc2ccccc21 | -82 | -15 | -33 | -12 | -96 | 8 | -31 | 9 | -23 | -19 | -58
O=C(/C=C/c1cccc([N+](=O)[O-])c1)NCc1ccco1 | -11 | -1 | 6 | -1 | 5 | -5 | -16 | 1 | 7 | 4 | 7
COc1ccc(C2NC(=O)NC(C)=C2C(=O)OCc2ccc3c(c2)OCO3)cc1OC (stereo not given) | -3 | 3 | 9 | 4 | 6 | 0 | 7 | -5 | 18 | 21 | 12

An excerpt (hit frequency here may not be typical).
